phage Ecoli inh = E. coli growth loss with phage present; growth absorbance; inhibition, % at 11.9 µM; hit rate 0.26% among 360,000; in the data active = inhibition above about 11%
AddAB inh = less growth of phage-infected E. coli with AddAB | E. coli expressing H. pylori AddAB, absorbance growth | inhibition, % at 11.9 µM | hit rate 0.29% among 330,000; in the data active = inhibition above about 12%;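 note: 0% = vehicle wells of infected cells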
Arr AP2 block = inhibitors of human beta-arrestin and AP2 interaction | FITC-arrestin peptide / GST-AP2 beads, flow cytometry; AP2 beta2 appendage carries R879A mutation | AID 504490 | inhibition, % at 10 µM | hit rate 0.31% among 340,000;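 active = inhibition above a set limit, near 3 SD of compounds lacking own fluorescence, cut at about 54% in these data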;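 note: plate controls were DMSO wells for no effect and 5 µM unlabelled arrestin peptide for full effect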
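Test system: GST-tagged AP2 beta2-adaptin appendage (R879A) on 4 µm glutathione beads; also added: fluorescein-tagged arrestin peptide at 50 nM final; timing: 12 min plus 1 h, RT; signal: flow cytometry, FL1 (488/535 nm); read-out: percent drop in bead-associated FITC signal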
DSG3 Ab inh = blocks pemphigus antibody binding to human desmoglein-3; binding (percent of control), % at 10 µM; hit rate 0.48% among 310,000; DSG3-coupled beads, scFv-anti-DSG3-GFP binding, flow cytometry; hits give low values; AID 588358; P32926;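 active = binding more than 3 SD below its plate's average and above zero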;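 note: hits lower antibody fragment binding to DSG3; some compounds called inactive have numbers as strong as hits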
Tat transport = inhibitors of E. coli Tat protein transport; E. coli MC4100 TorA-mCherry Tat export, fluorescence; inhibition, % at 10 µM; hit rate 0.036% among 340,000;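 active = mean replicate inhibition at least 50% and at least half of replicates individually reaching 50%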;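 note: exported cargo escapes ClpAP degradation while cytoplasmic cargo is degraded and loses fluorescence; 0% = median of neutral control wells and 100% = median of NaSCN control wells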
MOR-DOR inv ag = inverse agonists of human mu-delta opioid receptor heterodimerization; inhibition, % at 9.3 µM; P35372+P41143; cell-based MOR-DOR heterodimer luminescence, inverse agonism; hit rate 0.21% among 340,000; in the data active = inhibition above about 22%, passing the limit was not always enough;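 note: 0% = cells with DMSO and 100% = wells without cells with DMSO; values of inactives mirror those of a sister screen read the other way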
Target sequence (P35372 whole entry, looked up): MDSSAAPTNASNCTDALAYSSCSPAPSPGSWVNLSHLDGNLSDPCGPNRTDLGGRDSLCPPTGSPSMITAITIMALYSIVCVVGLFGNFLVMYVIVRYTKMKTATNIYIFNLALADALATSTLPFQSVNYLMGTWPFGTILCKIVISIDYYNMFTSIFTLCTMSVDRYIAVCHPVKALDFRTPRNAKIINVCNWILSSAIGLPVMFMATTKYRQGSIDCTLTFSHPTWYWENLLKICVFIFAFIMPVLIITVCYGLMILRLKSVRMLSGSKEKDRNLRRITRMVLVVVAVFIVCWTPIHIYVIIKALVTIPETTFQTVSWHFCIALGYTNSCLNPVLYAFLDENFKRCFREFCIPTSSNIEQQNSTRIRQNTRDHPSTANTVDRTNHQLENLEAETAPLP
Target sequence (P41143 whole entry, looked up): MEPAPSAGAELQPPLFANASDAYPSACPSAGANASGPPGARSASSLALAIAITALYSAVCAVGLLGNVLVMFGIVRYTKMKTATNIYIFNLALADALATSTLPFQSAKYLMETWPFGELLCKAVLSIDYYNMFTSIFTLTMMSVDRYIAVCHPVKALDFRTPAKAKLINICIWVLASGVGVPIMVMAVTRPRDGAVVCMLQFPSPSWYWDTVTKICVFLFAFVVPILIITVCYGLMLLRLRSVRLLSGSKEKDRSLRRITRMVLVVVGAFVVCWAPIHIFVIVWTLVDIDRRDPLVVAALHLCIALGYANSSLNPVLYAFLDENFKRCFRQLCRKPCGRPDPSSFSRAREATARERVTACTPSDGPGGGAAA
Ecoli viability = bacterial growth inhibition, counter-screen for AddAB inhibitors | E. coli V3065 growth, OD600 absorbance, 18 h | inhibition, % at 11.9 µM | hit rate 0.27% among 330,000 | AID 449728;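 active = inhibition above the campaign's mean inhibition across all tested compounds plus 3 SD, cut at about 9.9% in these data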;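 note: uninfected addAB+ strain grown without phage in ampicillin broth; 0% = DMSO wells and 100% = ciprofloxacin 0.95 µg/ml wells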
SUMO Mot1 rescue = blocks SUMOylation pathway, rescuing yeast Mot1-301 growth; S. cerevisiae Mot1-301 growth rescue, ATP luminescence, 38.5C; percent above DMSO median, 100 means doubled; growth rescue, % at 18.8 µM; hit rate 1% among 320,000;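 active = every valid replicate shows activation above 250% relative to neutral control wells; inactive = the rest, any valid replicate at or below 250%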;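 note: OY570 slx delta 5 strain wells were the positive control but not used for scaling; some compounds called inactive have numbers as strong as hits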
PKA-R1A activ = activators of PKA-R1A complex. PKA-R1A dissociation, Cy5-IP20 fluorescence polarization; scaled: DMSO 0%, 113 µM cGMP 100%. AID 504707. hit rate 0.083% among 340,000. activation, % at 11.4 µM;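 active = percent activation above the mean of all tested compounds plus 3 SD, cut at about 19% in these data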;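 note: higher means more PKAc released from R1A so a rise in polarization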
OPRM1-OPRD1 ag = OPRM1-OPRD1 heterodimerization agonism. cells, luminescence. activation, % at 9.3 µM. hit rate 0.3% among 340,000; in the data active = activation above about 18%;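 note: 0% = vehicle-treated cells and 100% = reference agonist; values of inactives mirror those of a sister screen read the other way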
PfHsp90 set2 = growth inhibition of yeast expressing Plasmodium Hsp90; inhibition, % at 9.4 µM; S. cerevisiae expressing PfHsp90, BacTiter-Glo ATP, 48 h; yeast lacking PDR1 and PDR3 efflux regulators; hit rate 0.32% among 310,000; AID 504621;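 active = every replicate shows inhibition above about 80%, whatever the replicate mean, limit read from the data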;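 note: 0% = DMSO neutral controls and 100% = 20 µM radicicol positive controls; yeast relying on Plasmodium falciparum Hsp90 in place of its own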
* marks the source's active call; other numbers are inactive results; nt = no result given.

SMILES	phage Ecoli inh	AddAB inh	Arr AP2 block	DSG3 Ab inh	Tat transport	MOR-DOR inv ag	Ecoli viability	SUMO Mot1 rescue	PKA-R1A activ	OPRM1-OPRD1 ag	PfHsp90 set2
CN1CCN(c2nc3ccccn3c(=O)c2/C=C(\C#N)S(=O)(=O)c2ccccc2)CC1	2.9	0.4	10	nt	-4	0	1.4	-22	-3	-0.1	-22
CN1CCN(C(=O)C2(NC(=O)Nc3cccc(F)c3)CCCCC2)CC1	1.7	-2.2	7	93	-2	2	-3.1	2	-4	-0.4	-9
CC1=NNC(=O)C1CCC(=O)N/N=C/c1ccco1 (stereo unspecified)	0.5	3.1	10	92	-4	11	0.0	-30	-1	-2.1	21
Cn1c(Cc2csc(N)n2)nnc1SC/C=C/c1ccccc1	0.0	1.9	-3	nt	5	22	0.4	-20	-12	-5.3	10
CCn1c(SCC(=O)OC)nnc1-c1c[nH]c2ccccc12	0.1	0.6	1	100	-2	20	2.1	53	-9	-3.8	6
Nc1cccc2c3c(oc12)CCCC3	4.1	2.3	22	96	-2	-15	1.6	7	2	3.0	2
CCOc1ccc(NS(=O)(=O)c2ccc3ncsc3c2)cc1	2.9	4.4	-5	98	2	6	1.7	-6	-5	-1.3	13
CCN(CC)S(=O)(=O)c1ccc(Nc2cc(C)nc3ncnn23)cc1	2.7	-0.3	-6	98	10	13	-0.7	8	-13	-2.5	nt
O=C(N/N=C/c1cc2cc3c(cc2nc1Cl)OCO3)c1ccncc1	3.4	4.9	6	nt	-5	-12	3.1	0	-6	2.3	-15
Cc1ccccc1NC(=O)CSc1nc(-c2ccccc2)cc(=O)[nH]1	0.3	-0.9	-4	103	-13	11	-1.8	9	-9	-2.2	-8
CCOC(=O)c1c(NC(=O)CN2CCN(C(=O)C3CCCO3)CC2)sc(C)c1C (stereo unspecified)	-2.4	-0.3	31	126	-1	2	-1.4	1	-6	-0.3	6
N#Cc1ccc(CSc2nnc(NC(=O)c3ccc(=O)[nH]c3)s2)cc1	0.8	0.1	3	98	-31	2	-1.1	-8	5	-0.4	-51
Cc1ccc(N=C2CSC(=O)N2)cc1	3.8	0.4	-16	107	-2	5	-1.0	-8	-1	-0.9	1
Cc1cc(C)c(OCC(=O)N(Cc2ccccc2)C2CCS(=O)(=O)C2)c(C)c1 (stereo unspecified)	1.5	2.5	10	108	2	9	-0.3	113	-3	-1.6	-6
Cc1cc(C(=O)NP(=O)(N2CCOCC2)N2CCOCC2)c(C)n1-c1ccc(N(C)C)cc1	2.3	1.8	4	95	4	-17	-0.9	14	-12	2.3	-3
COc1ccc(S(=O)(=O)NCC2CCCO2)cc1Cl (stereo unspecified)	3.8	3.0	-2	101	4	6	-0.1	-1	-9	-1.3	-14
COC(=O)c1sc(NC(=S)NC(=O)c2ccccc2Cl)nc1C	1.9	-0.4	1	108	-3	11	-1.1	2	-8	-2.3	2
CCOC(=S)SCc1cn2cccc(C)c2n1	2.4	-2.2	13	98	-5	11	0.5	-17	-1	-2.2	-14
Cn1nnc(NC(=S)NC(=O)c2cccs2)n1	2.6	0.1	15	99	2	31	0.3	9	1	-6.2	-4
COc1ccc(CNC(=O)CN(Cc2ccccc2OC)C(=O)c2csnn2)cc1	2.2	3.5	6	101	-5	12	0.4	2	0	-2.2	-34
CCN1CCN(CC(=O)c2cc(Cl)ccc2Cl)CC1	3.0	1.6	41	103	11	10	0.6	-12	5	-2.2	-10
CCCc1nc2sc3ccccc3c(=O)c2c(=O)n1Cc1ccccc1	1.1	nt	3	102	3	10	nt	nt	-6	-2.0	2
c1ccc(-c2cnc(C3CCCCC3)o2)cc1	0.7	nt	27	97	3	4	nt	nt	2	-1.0	1
O=c1[nH]c(N2CCN(c3ccccc3)CC2)nc2c1CCCC2	0.3	-1.3	0	80	-3	14	4.3	-5	-15	-2.6	21
COc1ccc(-n2nc(C(=O)NCC(=O)N3CCCCCC3)c3ccccc3c2=O)cc1	-1.8	4.1	24	116	0	-11	0.8	25	-4	1.3	12
O=S(=O)(Cc1cc(N2CCOCC2)nc(-c2ccccn2)n1)c1ccccc1	3.4	1.0	27	102	-9	-5	-0.7	0	2	0.9	25
CC(=O)N1CCN(c2ccc(NC(=S)NC(=O)c3ccc(C)c([N+](=O)[O-])c3)cc2)CC1	2.1	3.4	-13	nt	-6	16	2.0	-6	-5	-3.2	2
Cn1c2ccccc2c2cc(C(=O)NNC(=O)CCl)sc21	1.8	4.8	-9	98	-6	-10	2.6	-5	-2	1.9	6
CCc1nnc(NC(=O)CCC(=O)N2CCCC(O)C2)s1 (stereo unspecified)	0.4	0.2	1	nt	-2	11	0.3	6	-8	-1.8	-34
Cc1[nH]c(=O)[nH]c(=O)c1S(=O)(=O)Nc1ccc(Cl)c([N+](=O)[O-])c1	3.2	1.1	-17	92	-3	13	1.2	0	2	-2.7	-9
CCCc1nc(SCC(=O)c2ccc(F)cc2)c2ccccc2n1	0.8	1.2	44	101	7	4	0.7	14	-8	-0.9	-18
COc1ccc(C(=O)NCCn2cc(SCC(=O)NCc3ccco3)c3ccccc32)cc1	2.3	0.3	20	95	4	5	-0.6	557	1	-0.9	8
Clc1ccc(Oc2nc3c(Cl)cccc3s2)cc1Cl	3.1	2.8	1	93	-2	-11	1.4	8	-1	2.2	-11
CC(=O)N(CN1C(=O)c2ccc([N+](=O)[O-])cc2C1=O)c1cccc(C(=O)O)c1	5.1	2.3	-5	106	-8	-19	0.0	58	-10	2.7	5
Cc1nc2ccc(NC(=O)c3cccc(S(=O)(=O)N4CC(C)OC(C)C4)c3)cc2s1 (stereo unspecified)	1.9	2.2	5	122	-8	-4	-1.3	-9	-2	0.6	2
CN(C)C(CNc1ncnc2ccccc12)c1c(F)cccc1Cl (stereo unspecified)	2.5	4.4	10	nt	-15	-42	0.8	-12	17	5.6	8
CN(C)c1ccnc(Nc2ccc(F)cc2)c1C#N	3.6	4.6	-9	106	-1	nt	-1.2	-9	nt	nt	32
CCOc1ccccc1NC(=O)COc1cccc(-n2cnnn2)c1	1.5	0.2	11	97	2	13	3.9	-3	-9	-2.5	12
CCNc1nc(SC(C(C)=O)C(C)=O)nc(N(C)C)n1	1.8	1.7	-8	91	1	9	1.0	-9	4	-1.8	-5
O=C(NCCc1ccccc1)C1CCN(S(=O)(=O)c2ccccc2)CC1	-0.4	0.4	-2	102	9	9	-1.2	-12	0	-1.7	-24
CC(=O)c1cccc(NC(=O)CSc2nnnn2C2CCCC2)c1	1.2	nt	29	108	0	6	nt	nt	2	-1.1	-3
COCCCn1c(=O)c2ccccc2c2ccccc2c1=O	0.8	2.2	0	95	-4	-18	-1.4	21	0	3.1	11
O=C(Cc1ccc(Br)cc1)OCC(=O)N1CCOCC1	0.0	0.3	2	103	-4	10	-0.3	10	3	-2.6	nt
CCOC(=O)C1CCCN(Cc2cc(OC)c(O)c(OC)c2)C1 (stereo unspecified)	-0.5	2.1	-8	nt	11	16	1.7	1	-4	-3.2	nt
Cc1ccc(NC(=O)NCc2ccncc2)cc1Cl	5.8	9.8	19	109	1	3	1.3	-15	-11	-0.4	-21

Results in PfHsp90 set2, for two of the compounds above:
molecule | PfHsp90 set2
CN1CCN(C(=O)C2(NC(=O)Nc3cccc(F)c3)CCCCC2)CC1 | -9
Cn1nnc(NC(=S)NC(=O)c2cccs2)n1 | -4

Other structures:
SMILES	phage Ecoli inh	AddAB inh	Arr AP2 block	DSG3 Ab inh	Tat transport	MOR-DOR inv ag	Ecoli viability	SUMO Mot1 rescue	PKA-R1A activ	OPRM1-OPRD1 ag	PfHsp90 set2
CCN1C[C@@H]2[C@@H]3C(=O)N(Cc4ccccc4)C(=O)[C@@H]3[C@](C)(C(=O)OC)N2C1=NC1CCCCC1	1.5	0.9	24	102	1	17	0.2	nt	-1	-3.4	-6
CCCCn1c(SCc2ccc(C(=O)OC)o2)nc2cc(S(N)(=O)=O)ccc21	-0.3	0.4	29	81	-7	3	1.9	4	-12	-0.5	15
c1ccc(-c2nc(NCc3cccs3)c3ccccc3n2)cc1	0.6	-0.1	-2	115	20	-34	0.2	8	-10	4.8	43
C=C(Br)CN1CCN(CC(=C)Br)CC1	1.5	1.0	-6	111	-4	12	1.2	3	5	-2.2	-9
O=C(Cn1nc(-c2ccccc2)ccc1=O)NCCCN1CCOCC1	4.2	2.4	3	103	-4	4	1.8	15	4	-0.7	2
O=S(=O)(Cc1ccccc1)Nc1ccccc1Br	2.5	2.6	-3	96	0	7	1.1	-32	6	-1.3	-31
CCC(CC)c1nnc(NC(=O)C2CC(=O)N(C3CCCC3)C2)s1 (stereo unspecified)	-1.0	1.7	11	96	5	-6	-0.6	-4	-3	1.0	-15
O=C(Nc1ccccc1)N1CCSc2ccccc21	3.9	0.4	7	102	8	3	2.0	-12	-8	-0.4	-6
COCCN(C(=S)Nc1cccc(OC)c1)C1CCN(C(C)C)CC1	2.7	0.9	16	109	-3	-2	3.2	-18	-2	0.3	-2
Cc1cc(NS(=O)(=O)c2ccccc2)no1	2.5	-1.5	-3	102	-9	20	-1.5	1	-6	-3.9	6
COC(=O)C1=C(C)NC(=O)NC1c1ccc(OC(=O)c2ccco2)cc1 (stereo unspecified)	2.2	-1.4	-7	105	20	3	-3.5	-11	-10	-0.6	-5
CCOc1ccccc1NC(=O)C(c1ccccc1)N1CCN(CC(=O)N2CCOCC2)CC1 (stereo unspecified)	-0.6	0.1	34	92	-3	-7	-1.4	-8	-9	1.7	-10
Cc1ccc(C(=O)O)cc1-c1ccc(/C=C2/NC(=O)N(c3ccccc3)C2=O)o1	2.5	-2.0	5	94	-5	12	-0.8	-6	-2	-2.6	4
Cc1ccc(NS(=O)(=O)c2ccc(C(=O)OCC(=O)Nc3cc(C)on3)cc2)cc1	1.2	nt	9	98	3	-9	nt	nt	-5	1.7	-2
COc1ccc(C)cc1NC(=O)CN1C(=O)COc2ccc(S(=O)(=O)N3CCCCCC3)cc21	1.4	1.4	13	nt	5	6	-0.6	2	4	-1.2	3
CCCCN(CCNP(=O)(OCC)OCC)CP(=O)(OCC)OCC	1.0	3.1	16	107	0	7	3.5	290	-6	-1.1	7
CCOC(=O)C(=O)N1CCC(Cc2ccccc2)CC1	2.7	0.2	-23	102	-2	12	-1.5	-1	-15	-2.0	5
CC(C)CN(C(=O)COC(=O)c1ccc(Br)cc1)c1c(N)n(Cc2ccccc2)c(=O)[nH]c1=O	0.5	2.2	17	91	5	9	0.6	217	-8	-1.6	12
Cc1cc(C)cc(-n2ncc3c2CCCC3NC(=O)C2(C(N)=O)CC2)c1 (stereo unspecified)	1.5	4.0	-8	105	6	15	3.0	-2	-10	-2.8	-3

Screening results from PubChem.

Random draw from the library, and some 2.8% of all compounds hit somewhere here.
